High-throughput results deposited in PubChem BioAssay by several laboratories.
Arrestin-AP2 inh: inhibitors of beta-arrestin/AP2 binding, primary screen, biochemical, GPCR trafficking, flow cytometry. FITC-arrestin peptide / GST-AP2 beads; AP2 beta2 appendage carries R879A mutation. inhibition, % at 10 µM. actives 0.31% (n = 340,000). beta-arrestin 1 C-terminal peptide binding to AP2 beta2-adaptin appendage (human);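 active = inhibition above a set limit, near 3 SD of compounds lacking own fluorescence, cut at about 54% in these data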;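 note: plate controls were DMSO wells for no effect and 5 µM unlabelled arrestin peptide for full effect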
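system = GST-tagged AP2 beta2-adaptin appendage (R879A) on 4 µm glutathione beads | reagent = FITC-labelled arrestin peptide probe, 50 nM final | schedule = compound with beads 12 min RT, then probe 1 h RT | signal = HyperCyt-sampled flow cytometry, FL1 channel, ex 488/em 535 nm | read-out = percent response from loss of bead-bound FITC fluorescence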
DSG3 Ab inh: inhibitors of pemphigus antibody binding to DSG3, primary screen, biochemical, bead-based, flow cytometry, scFv-GFP; Desmoglein-3 (Homo sapiens), P32926; DSG3-coupled beads, scFv-anti-DSG3-GFP binding; stronger effect = lower value; binding (percent of control), % at 10 µM; actives 0.48% (n = 310,000); AID 588358, 2011;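 active = binding more than 3 SD below its plate's average and above zero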;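 note: hits lower antibody fragment binding to DSG3; some compounds called inactive have numbers as strong as hits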
Target sequence (P32926 whole entry, looked up, the tested form may be a part): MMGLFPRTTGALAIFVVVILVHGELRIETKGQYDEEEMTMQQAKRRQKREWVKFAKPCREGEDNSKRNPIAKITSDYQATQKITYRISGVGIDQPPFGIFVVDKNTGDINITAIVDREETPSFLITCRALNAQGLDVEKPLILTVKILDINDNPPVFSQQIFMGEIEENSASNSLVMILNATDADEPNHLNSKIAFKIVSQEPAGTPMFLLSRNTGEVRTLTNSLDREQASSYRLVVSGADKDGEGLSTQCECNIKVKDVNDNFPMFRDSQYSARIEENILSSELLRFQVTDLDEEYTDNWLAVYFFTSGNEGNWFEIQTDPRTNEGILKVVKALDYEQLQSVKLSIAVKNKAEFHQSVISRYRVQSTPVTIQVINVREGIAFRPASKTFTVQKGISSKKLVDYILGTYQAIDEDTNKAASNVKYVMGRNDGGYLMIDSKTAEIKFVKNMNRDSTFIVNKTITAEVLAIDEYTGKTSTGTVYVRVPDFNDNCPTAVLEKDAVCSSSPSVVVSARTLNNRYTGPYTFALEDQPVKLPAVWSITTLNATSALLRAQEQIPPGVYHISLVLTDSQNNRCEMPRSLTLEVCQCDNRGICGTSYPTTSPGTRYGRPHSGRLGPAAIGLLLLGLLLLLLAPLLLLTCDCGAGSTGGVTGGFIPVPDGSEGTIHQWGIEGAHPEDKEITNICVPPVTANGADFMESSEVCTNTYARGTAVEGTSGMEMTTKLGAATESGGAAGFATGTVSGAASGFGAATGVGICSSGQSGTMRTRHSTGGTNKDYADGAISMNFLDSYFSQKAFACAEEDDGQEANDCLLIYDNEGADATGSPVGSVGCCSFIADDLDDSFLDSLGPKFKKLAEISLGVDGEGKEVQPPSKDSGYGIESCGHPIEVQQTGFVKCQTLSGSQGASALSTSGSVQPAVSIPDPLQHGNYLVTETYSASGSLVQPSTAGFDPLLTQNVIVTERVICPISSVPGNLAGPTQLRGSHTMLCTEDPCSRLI
OPRM1-OPRD1 inv: inverse agonists of MOR-DOR heterodimerization, primary screen, cell-based, luminescence; Mu-type opioid receptor (Homo sapiens) + Delta-type opioid receptor (Homo sapiens), …; cell-based MOR-DOR heterodimer luminescence, inverse agonism; inhibition, % at 9.3 µM; actives 0.21% (n = 340,000); AID 504357, 2011; in the data active = inhibition above about 22%, passing the limit was not always enough;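 note: 0% = cells with DMSO and 100% = wells without cells with DMSO; values of inactives mirror those of a sister screen read the other way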
HTR5A inv ctr: HTR5A inverse agonists in luminescence cell assay, primary screen, counter-screen for OPRM1-OPRD1 heterodimer inverse agonist project, full-deck HTS. HTR5A cell line, inverse agonism. inhibition, % at 9.3 µM. actives 0.083% (n = 340,000); in the data active = inhibition mostly above about 23%, no sharp cut-off; inactive = mostly below about 18%;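 note: 0% = cells with DMSO and 100% = no-cell wells with DMSO; some compounds called inactive have numbers as strong as hits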
HTR5A ag ctr: HTR5A agonists in luminescence cell assay, primary screen, counter-screen for OPRM1-OPRD1 heterodimer agonist project, full-deck HTS. cell-based. activation, % at 9.3 µM. actives 0.61% (n = 340,000); in the data active = activation mostly above about 9.5%, no sharp cut-off; inactive = mostly below about 7.6%;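 note: 0% = cells with vehicle only and 100% = reference agonist; strong numbers were not always called active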
PKA-R2B activ: activators of PKA-R2B holoenzyme, primary screen, biochemical, fluorescence polarization, Cy5-IP20, human. cAMP-dependent protein kinase catalytic subunit beta (Homo sapiens) + cAMP-dependent …. PKA-R2B holoenzyme dissociation; R2B truncated from residue 108, S112A mutant; 0% DMSO only, 100% 113 µM cGMP. activation, % at 11.4 µM. actives 0.079% (n = 340,000). AID 504700, 2011;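 active = activation above a cutoff set at the mean over all compounds plus 3 SD, cut at about 18% in these data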;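 note: higher means more holoenzyme dissociation and a rise in polarization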
MOR-DOR ag: agonists of OPRM1-OPRD1 heterodimerization, primary screen, cell-based, luminescence; Mu-type opioid receptor (Homo sapiens) + Delta-type opioid receptor (Homo sapiens), …; cells; AID 504326, 2011; activation, % at 9.3 µM; actives 0.3% (n = 340,000); in the data active = activation above about 18%;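 note: 0% = vehicle-treated cells and 100% = reference agonist; values of inactives mirror those of a sister screen read the other way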
PKA-R1A act: activators of PKA-R1A holoenzyme, primary screen, biochemical, fluorescence polarization, Cy5-IP20, bovine R1A, mouse PKAc. cAMP-dependent protein kinase type I-alpha regulatory subunit (Bos taurus) + …. PKA-R1A dissociation; scaled: DMSO 0%, 113 µM cGMP 100%. activation, % at 11.4 µM. actives 0.083% (n = 340,000);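 active = percent activation above the mean of all tested compounds plus 3 SD, cut at about 19% in these data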;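 note: higher means more PKAc released from R1A so a rise in polarization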
V-ATPase pHluor: regulators of yeast V-ATPase proton pumping, primary screen, pHLuorin cytosolic pH fluorescence; AID 504577, 2011; actives 0.37% (n = 350,000); response, % at 10 µM; S. cerevisiae; in the data active = response mostly above about 7.3%, no sharp cut-off; inactive = mostly below about 5.4%; note: actives read high; inactives centre near 0; some compounds called inactive have numbers as strong as hits; reference of the scale not given here
DAGLB inhibitor: DAGLB lipase inhibitors, primary screen, biochemical, fluorescence, HTS | inhibition, % at 5.17 µM | actives 0.059% (n = 340,000) | Diacylglycerol lipase-beta (Homo sapiens), Q8NCG7 | HEK293T DAGLB membrane lysate, EnzChek fluorogenic substrate | AID 504411, 2011; in the data active = inhibition above about 34%;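 note: 0% = enzyme with vehicle and 100% = wells lacking enzyme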
The depositor's hits bear a star; · = no result given. This is a random part of the collection; 2.4% or so of the library scored in one or more.

SMILES | Arrestin-AP2 inh | DSG3 Ab inh | OPRM1-OPRD1 inv | HTR5A inv ctr | HTR5A ag ctr | PKA-R2B activ | MOR-DOR ag | PKA-R1A act | V-ATPase pHluor | DAGLB inhibitor
O=C(/C=C/c1cccc([N+](=O)[O-])c1)Nc1cccc(NC(=O)c2cccs2)c1 | -3 | 99 | -4 | 3 | -1 | -10 | 0.5 | -2 | -3 | 3
Cc1ccc2nc(-c3ccc(NC(=O)CSc4ccccc4)cc3)[nH]c2c1 | -7 | 117 | -61 | 13 | 0 | 7 | 10 | 7 | 0 | -2
O=C(Nc1nccs1)C1CCN(S(=O)(=O)c2ccc3c(c2)OCCCO3)CC1 | 1 | 99 | 2 | 5 | -2 | -1 | -0.3 | 8 | 0 | 0
Cc1ccc(S(=O)(=O)NC(=O)C2CCCCC2)cc1 | -11 | · | 9 | -13 | 5 | -11 | -2.2 | 3 | -1 | 1
C=CCn1c(=O)c(C(=O)NCc2ccc(Cl)cc2)c(O)c2ccccc21 | 7 | 110 | -7 | 2 | -1 | -7 | 1.4 | -2 | 1 | -8
Cc1ccc(Cl)cc1Nc1nc(-c2cccnc2)cs1 | 42 | 97 | -1 | 1 | 0 | -10 | 0.1 | -4 | 0 | -3
Cc1ccc(C(=O)N/N=C\c2ccc(-c3ccc([N+](=O)[O-])cc3)o2)cn1 | -5 | 119 | -9 | -7 | -4 | 3 | 1.8 | -5 | 1 | 2
CCN(CC)S(=O)(=O)c1ccc(N2CCOCC2)c(NC(=O)c2ccc(OC)c([N+](=O)[O-])c2)c1 | 0 | 88 | 11 | -9 | 3 | 10 | -2.2 | 4 | 1 | -3
O=C(CCN1CCCC1=O)NC1CCCc2c1cnn2-c1ccc(F)cc1F (configuration not stated) | -12 | 103 | 5 | -6 | 2 | 2 | -1.2 | 1 | 0 | -2
NS(=O)(=O)c1cc(C(=O)N2CCNC(=O)C2)ccc1Cl | -3 | 120 | -3 | -15 | 0 | -1 | 0.4 | 6 | 1 | 2
COc1ccccc1CNC(=O)c1cc(-c2ccccc2)n(Cc2cc(C)no2)n1 | 2 | 106 | 2 | -37 | 13 | -2 | -0.4 | -11 | -2 | 0
CC(C)c1ccccc1NC(=S)NC(=O)C1CCCCC1 | 1 | 99 | -7 | -3 | -1 | 8 | 1.7 | 5 | 1 | -8
CCOC(=O)N1CCN(S(=O)(=O)c2cc(Cl)ccc2Cl)CC1 | 0 | · | 7 | 10 | -4 | 5 | -1.8 | 0 | -3 | -1
CCCN1C(=O)C2(C(C(=O)c3ccc(C)o3)=C(O)C(=O)N2CCCN2CCOCC2)c2ccccc21 (configuration not stated) | 6 | 103 | 3 | 18 | 2 | 0 | -0.6 | 2 | 14 | -2
Cc1cccc(CNC(=O)C2CCC(=O)N(C3CC3)C2)c1 (configuration not stated) | -2 | 112 | 17 | 6 | -1 | 2 | -5.2 | 1 | 5 | -1
Cc1cc(C(=O)NC(=S)Nc2cccc(C(=O)O)c2C)ccc1[N+](=O)[O-] | 3 | 99 | 18 | 5 | -8 | -13 | -3.7 | -4 | 4 | 1
Cc1cc(Cl)ccc1C(=O)C1CCCN(C(=O)c2nonc2C)C1 (configuration not stated) | -2 | 81 | -39 | 12 | 3 | -11 | 7.6 | -8 | -2 | -7
CC(C1CC1)N(C(=O)NC1CCS(=O)(=O)C1)c1ccccc1 (configuration not stated) | -43 | 109 | 17 | -12 | 5 | -5 | -3.5 | -7 | 1 | 0
COc1ccc(-c2nn(-c3ccccc3F)cc2CNCCn2nc(C)cc2C)cc1 | 10 | 100 | -1 | 6 | -2 | -6 | 0.2 | 7 | -3 | -2
CCOC(=O)c1cc(CC)sc1NC(=O)CC1Sc2ccc(C(F)(F)F)cc2NC1=O (configuration not stated) | -6 | 105 | 3 | -20 | 2 | 4 | -0.6 | 3 | -1 | 1
CN(C)/C=N/c1ncc(C(=O)OC(C)(C)C)s1 | 13 | · | 8 | 2 | -1 | -5 | -1.8 | 2 | -6 | -1
COc1ccc(Oc2cnc3ccccc3n2)cc1 | 3 | 88 | 8 | -1 | -3 | 1 | -1.6 | 6 | 5 | -3
Cc1occc1C(=O)Nc1ccc(Br)cc1F | 12 | · | -2 | 11 | 1 | -2 | 0.3 | 3 | -7 | 0
CSc1nc(Oc2ccc3ccccc3c2)c2ccccc2n1 | 20 | 98 | 3 | -3 | 1 | 1 | -0.6 | -8 | 4 | -9
Cc1cccc(N/C(=N/S(=O)(=O)c2ccccc2)c2ccccc2)n1 | -4 | 101 | 3 | -14 | -1 | -11 | -0.5 | 4 | 6 | -2
Additional compounds:
SMILES | Arrestin-AP2 inh | DSG3 Ab inh | OPRM1-OPRD1 inv | HTR5A inv ctr | HTR5A ag ctr | PKA-R2B activ | MOR-DOR ag | PKA-R1A act | V-ATPase pHluor | DAGLB inhibitor
CCOC(=O)C(CCC(C)=O)C(=O)c1ccccc1 (configuration not stated) | -2 | 98 | 11 | 15 | -6 | 3 | -2.0 | -2 | 2 | -1
CC(C)(C)[C@H]1C=C(C(=O)N2CCOCC2)O[C@@H](OCCCCO)C1 | 54* | 98 | 13 | -11 | 4 | -10 | -2.2 | -6 | 6 | -1
COC(=O)Nc1cc(C(F)(F)F)ccc1N1CCN(c2ccccc2)CC1 | -5 | 116 | 14 | -10 | -1 | 3 | -3.1 | 1 | 3 | -3
Cc1ccc(NC(=O)/C=C/c2ccc(Cl)cc2)nc1 | 10 | 104 | 1 | 3 | -1 | 8 | -0.2 | -6 | -3 | -1
O=C1CCCC2(O)C1C(c1cccc(Br)c1)NC(=O)N2Cc1ccccc1 (configuration not stated) | -4 | 105 | 2 | 15 | 0 | 0 | -0.3 | -2 | 1 | -4
Cc1cc2nnc(SC(C)C)n2c2ccccc12 | 25 | 99 | 2 | -11 | 4 | 6 | -0.4 | -11 | -7 | 1
Cc1cccc(OCC(=O)Nc2ccc(C(=O)O)cc2NC(=O)COc2cccc(C)c2)c1 | 24 | 109 | 15 | -16 | 0 | -8 | -2.8 | -14 | -2 | 0
O=C(CN1C2=NCCN2c2ccccc21)c1cccs1 | 30 | 129 | 3 | -8 | 0 | 1 | -0.6 | 7 | -2 | -2
Fc1ccccc1NC(=S)NCCc1ccc(Cl)cc1 | 2 | 121 | 0 | -3 | 1 | -12 | 0.0 | -1 | 0 | -6
CCC(=O)Nc1cccc(NC(=S)NC(=O)c2ccc(Cl)cc2)c1 | 3 | 99 | 8 | -9 | 3 | -7 | -1.4 | 4 | 1 | -2
C=CCn1c(SCC(=O)Nc2ccc(C(=O)O)cc2)nc2scc(-c3ccccc3)c2c1=O | 5 | 95 | 8 | -18 | 5 | -11 | -1.9 | 0 | -1 | -1
Nc1c(C(=O)NCCc2ccccc2)sc2nc(N3CCOCC3)c3c(c12)CCCC3 | 36 | 100 | 13 | -11 | 4 | -11 | -2.6 | 2 | -5 | 1
Cc1ccccc1OCC(O)CN1CCN(c2ccccn2)CC1 (configuration not stated) | 8 | 103 | -6 | 1 | 0 | 1 | 0.8 | 2 | -1 | -5
O=C(c1cccc(C(F)(F)F)c1)c1c[nH]c(C(=O)NCCCN2CCOCC2)c1 | -2 | · | 6 | 6 | -3 | -17 | -1.2 | 1 | 2 | 0
CC1=CC2=NC(=O)CC(C)(C(=O)N(CC(=O)NC(C)(C)C)C3CCCC3)N2C=C1 (configuration not stated) | 11 | 101 | 6 | -15 | 3 | 22* | -1.0 | -4 | -3 | 0
O=C1OC(CN(Cc2ccccc2)Cc2ccccc2)CN1N=Cc1ccc([N+](=O)[O-])o1 (configuration not stated) | 22 | 87 | -18 | 3 | -1 | 2 | 3.5 | -10 | -2 | 0
CN(C)c1ccc(C(C(=O)NCc2ccccc2)N(Cc2ccco2)C(=O)c2snc(C(N)=O)c2N)cc1 (configuration not stated) | 0 | 96 | -6 | -14 | 5 | -21 | 1.1 | 0 | -5 | 6
COC(=O)C(NC(=O)c1ccccc1)c1ccccc1 (configuration not stated) | -8 | 98 | 15 | 12 | 1 | -1 | -3.0 | 1 | 4 | -1
Cc1sc2nc(SCC(=O)c3cccs3)n(Cc3ccco3)c(=O)c2c1C | 3 | 105 | 16 | -26 | -4 | -12 | -3.1 | -9 | -2 | 2
CCCN(S(=O)(=O)c1ccc(OCC)cc1)S(=O)(=O)c1cccs1 | 24 | 100 | 18 | 23 | 1 | 11 | -3.2 | -2 | 0 | -11
Cn1c(N)c(C(=O)COC(=O)C2CCC(C(C)(C)C)CC2)c(=O)n(C)c1=O (configuration not stated) | 24 | 102 | 5 | 7 | -3 | -2 | -0.9 | -15 | 1 | -1
CCCCN1C[C@H](C)[C@@H](CC(=O)Nc2ccc(OC)cc2)C1=O | · | · | · | · | · | -11 | · | -4 | 0 | 1
CCCCC(CC)CNC(=O)c1ccc2c(c1)OCO2 (configuration not stated) | 33 | 100 | -14 | -2 | 1 | 3 | 2.4 | 5 | 1 | -7
O=C(COC(=O)C1CC2CCCC(C1)C2=O)c1cccc(Br)c1 (configuration not stated) | -2 | 90 | 11 | -8 | 3 | -7 | -2.5 | -16 | -2 | -4
Cc1ccc(C(=O)NCCCN2CCOCC2)c(C)c1 | -13 | 119 | 5 | 8 | -2 | 5 | -1.0 | 5 | -2 | 1
COc1ccc(CNC(=O)Cn2ccc3cc(S(=O)(=O)N4CCCC4)ccc32)cc1OC | 19 | 97 | 5 | 17 | 3 | 5 | -0.8 | 2 | 1 | -3
CCN1C(=O)[C@H]2[C@@H](c3ccc(-c4cccc(Cl)c4)c(OC)c3)N[C@@](Cc3ccccc3)(C(=O)OC)[C@H]2C1=O | -6 | 97 | 15 | -8 | -2 | 4 | -3.2 | -4 | -1 | -1
N#Cc1c(NC(=O)/C=C/C(=O)O)sc2c1CCN(Cc1ccccc1)C2 | 3 | 113 | 4 | -11 | 3 | -7 | -0.8 | 8 | 6 | -5
O=S(=O)(Nc1ccc(-n2cnnn2)cc1)c1ccccc1F | 24 | 102 | 17 | -1 | 4 | -6 | -4.3 | 1 | 0 | 1
